High-throughput results (PubChem)
BAZ2B inh: inhibitors of human BAZ2B bromodomain; Q9UIF8; AlphaScreen BAZ2B-H3K14Ac peptide displacement; Potency, µM (titrated, usually from 114 µM), without a hit: top-dose activity change, negative = inhibition, hits mostly inhibitors; 360,000 compounds, 4.4% hits; AID 504333; further: on the % scale 0 is the no-effect control and ±100 the full control effect; nearly all actives have a fitted effect of over 60% in size
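Compounds, titrated to a top concentration of 110 uM, were incubated 30 min at room temperature with preformed BAZ2B/acetyl-K14 H3 peptide complex (50 nM each). Proximity signal was measured by AlphaScreen after 20 min with beads.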
G9a inh: G9a (human) methyltransferase inhibition | Q96KQ7 | AID 504332 | G9a H3K9 monomethylation, AlphaScreen, 2 h | 350,000 compounds, 8.8% hits | Potency, µM (titrated, usually from 102 µM), for inactives: top-dose activity, negative = inhibition, hits mostly inhibitors; further: on the % scale 0 is the no-effect control and ±100 the full control effect; nearly all actives have a fitted effect of over 75% in size
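Methyltransferase reactions run at room temperature for 2 h (20 nM enzyme, 500 nM biotin-H3K9 peptide, 20 uM SAM) after a 15 min compound preincubation; product detected by AlphaScreen beads and anti-H3K9me1 antibody.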
JMJD2A Tudor: JMJD2A Tudor domain (human) inhibition; Potency, µM (series often up to 114 µM), for inactives: at the highest dose activity change, negative = inhibition, actives largely listed as inhibitors; 390,000 compounds, 4.4% hits; AlphaScreen JMJD2A-Tudor / H3K4me3 peptide binding; AID 504339; O75164; further: on the % scale 0 is the no-effect control and ±100 the full control effect; nearly all actives have a fitted effect of over 50% in size
BLM helicase inh: blocks DNA unwinding by human BLM helicase; P54132; recombinant BLM DNA unwinding, fluorescence dequenching; Potency, µM (top dose mostly 56.1 µM), inactives show at the top dose activity change, negative = inhibition, actives largely listed as inhibitors; 350,000 compounds, 0.2% hits;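 further: plate controls were vehicle for no effect and no enzyme for full effect; nearly all actives have a fitted effect of over 35% in size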
Target sequence (P54132 whole entry, looked up): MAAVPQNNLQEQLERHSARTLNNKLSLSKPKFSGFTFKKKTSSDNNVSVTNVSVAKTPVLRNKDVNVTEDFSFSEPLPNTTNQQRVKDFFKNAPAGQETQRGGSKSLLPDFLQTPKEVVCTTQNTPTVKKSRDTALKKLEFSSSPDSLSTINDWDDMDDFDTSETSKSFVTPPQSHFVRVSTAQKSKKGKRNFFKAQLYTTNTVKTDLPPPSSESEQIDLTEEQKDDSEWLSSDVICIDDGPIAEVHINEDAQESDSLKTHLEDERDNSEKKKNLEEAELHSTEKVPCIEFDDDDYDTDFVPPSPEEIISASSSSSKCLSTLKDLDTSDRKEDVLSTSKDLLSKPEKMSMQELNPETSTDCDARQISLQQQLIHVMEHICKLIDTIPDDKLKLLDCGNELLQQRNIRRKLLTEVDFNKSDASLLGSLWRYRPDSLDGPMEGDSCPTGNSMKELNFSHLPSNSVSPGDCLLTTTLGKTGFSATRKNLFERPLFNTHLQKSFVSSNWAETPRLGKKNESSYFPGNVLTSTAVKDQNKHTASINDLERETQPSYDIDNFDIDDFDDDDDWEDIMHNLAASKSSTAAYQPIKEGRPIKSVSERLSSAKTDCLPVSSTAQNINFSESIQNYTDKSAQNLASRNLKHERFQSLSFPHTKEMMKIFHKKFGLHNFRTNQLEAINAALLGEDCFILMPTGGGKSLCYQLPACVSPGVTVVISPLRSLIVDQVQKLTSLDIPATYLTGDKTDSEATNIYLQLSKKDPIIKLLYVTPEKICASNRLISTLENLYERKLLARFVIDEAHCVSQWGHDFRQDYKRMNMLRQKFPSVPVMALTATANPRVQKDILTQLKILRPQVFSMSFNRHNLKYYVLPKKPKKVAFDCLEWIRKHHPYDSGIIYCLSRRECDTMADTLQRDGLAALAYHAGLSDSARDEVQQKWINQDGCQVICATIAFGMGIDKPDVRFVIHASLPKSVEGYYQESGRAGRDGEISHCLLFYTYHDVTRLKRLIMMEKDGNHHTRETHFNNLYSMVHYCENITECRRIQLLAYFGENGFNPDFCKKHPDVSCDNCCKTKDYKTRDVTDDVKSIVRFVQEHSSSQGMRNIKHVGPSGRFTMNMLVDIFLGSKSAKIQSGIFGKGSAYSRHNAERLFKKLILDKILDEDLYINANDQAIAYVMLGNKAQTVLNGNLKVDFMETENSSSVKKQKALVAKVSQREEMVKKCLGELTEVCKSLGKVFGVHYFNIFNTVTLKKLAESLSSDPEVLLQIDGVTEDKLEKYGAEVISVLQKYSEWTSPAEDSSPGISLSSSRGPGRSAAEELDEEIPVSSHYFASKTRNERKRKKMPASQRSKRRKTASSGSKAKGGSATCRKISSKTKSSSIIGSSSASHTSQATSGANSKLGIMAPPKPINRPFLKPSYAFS
HP1b binding inh: HP1-beta chromodomain-methylated histone interaction inhibition; AID 540317; Potency, µM (doses to about 114 µM), for inactives: at the highest dose activity change, negative = inhibition, most hits filed as inhibitors; 390,000 compounds, 0.56% hits; P83916; AlphaScreen HP1-beta / biotin-H3K9me3 peptide binding; further: nearly all actives have a fitted effect of over 70% in size; inactives centre near 23
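Compound inhibition of the preformed complex between 50 nM HP1-beta and 50 nM biotinylated H3K9me3 peptide was read by AlphaScreen. Buffer was PBS pH 7.4 with 0.01% Tween-20. Incubations ran 30 min at room temperature, with 10 ug/mL donor/acceptor beads.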
Pol iota inh: blocks human DNA polymerase iota activity; Pol iota fluorescent replication assay, 10 min; Potency, µM (highest dose often 115 µM), inactives show at the top dose activity, negative = inhibition, actives largely listed as inhibitors; 390,000 compounds, 1% hits; AID 588590
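Fluorescent replication assay read twice, at 0 min and 10 min after adding 50 nM (final) substrate. Enzyme (10 nM) and compounds were first incubated 15 min at room temperature; enzyme-free buffer wells were negative controls.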
Pin1 inhibitor: human Pin1 inhibition. Q13526. Pin1 FP peptide displacement, HiFluor488, 10 min. Potency, µM (series often up to 115 µM), for the others: at the highest dose activity, negative = inhibition, actives largely listed as inhibitors. 390,000 compounds, 0.009% hits. AID 504891; active means well fitted inhibition curve with a large enough effect in the polarisation, with a control signal flat, not every such curve was filed as active; inconclusive means small, poorly fitted or top-dose-only effect, or effect the other way, or a change in a side signal; inactive means no such curve, though single readings can be large or run the other way; the % refers to the polarisation; further: on the % scale 0 is the no-effect control and ±100 the full control effect
Tb PGK inh: inhibitors of T. brucei phosphoglycerate kinase | P07378 | Potency, µM (highest dose often 57.5 µM), for the others: at the top dose activity change, negative = inhibition, most hits filed as inhibitors | PGK/GAPDH coupled, Kinase-Glo luminescence, 60 min | 380,000 compounds, 0.043% hits; further: on the % scale 0 is the no-effect control and ±100 the full control effect; nearly all actives have a fitted effect of over 60% in size
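Recombinant glycosomal PGK reaction used 1,3-bisphosphoglycerate generated in-well by GAPDH (100nM final) in 100mM TEA pH 7.6, 5mM MgCl2, 0.01% Tween-20. After 60 minutes at room temperature, ATP was read by Kinase-Glo Plus luminescence end-point.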
GLS inhibitor: blocks human kidney-isoform glutaminase activity; O94925; GLS enzymatic activity, qHTS titration; Potency, µM (top dose mostly 45.5 µM), for inactives: at the highest dose activity change, negative = inhibition, usual class: inhibitors; 410,000 compounds, 0.21% hits; further: on the % scale 0 is the no-effect control and ±100 the full control effect
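Assay buffer: 45 mM KH2PO4 pH 8.2, 0.02% Tween-20. hKGA acts on L-glutamine (1 mM solution added); product glutamate is reported by an oxidase/peroxidase Amplex Red coupling, with fluorescence taken at baseline and 30 min.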
An asterisk follows results filed as active; i = inactive; ? = inconclusive; / = no result given; & = joins results of further samples; ! = not confirmed by another sample; [ ] = remark or other dose. Unless noted, the call rests on the fitted dose curve; in most records, active means well fitted curve in the direction sought with a large enough effect; inconclusive means small, poorly fitted or top-dose-only effect, or another doubt; inactive means no such curve, though single readings can be large; an effect the other way counts as inactive or inconclusive. Potency means the concentration at half of the fitted maximal effect.

SMILES | BAZ2B inh | G9a inh | JMJD2A Tudor | BLM helicase inh | HP1b binding inh | Pol iota inh | Pin1 inhibitor | Tb PGK inh | GLS inhibitor
COC(=O)C1=C(c2ccccc2)C[C@@H]2CC[C@H]1N2C(=O)NCc1ccccc1 | / | / | -16% | / | 37% | 17% | 0% | 3% | 7%
Cc1ccc(CNC(=O)C2CCN(S(=O)(=O)c3c(C)noc3C)CC2)cc1 | 4% | 7%[59 µM] | 0% | 4% | 20% | 22% | 2% | -13% | 4%
COc1ccc(NC(=O)C(=O)NNC(=O)C(C)Oc2ccc(Cl)cc2Cl)cc1 (stereo not drawn) | -10% | 37%[activator] | ? | -7% | 20% | 26% | 12% | -11% | 9%
CCOP(=O)(Cc1ccc(C(=O)CC)o1)OCC | -13% | -2% | -8% | 0% | 2% | 42%[activator] | 6% | 2% | 0%
Cc1cc(OCC(=O)N2CCN(CCc3ccncc3)CC2)ccc1Cl | -3% | 0%[59 µM] | -13% | -22% | 23% | -5% | 0% | 3% | -1%
O=c1[nH]c(=O)n(CCc2ccccc2)c(O)c1C=NCCN1CCNCC1 | -6% | 14%[2.33 µM] | -4% | 3% | 45%[activator] | -3% | -6% | -9% | 2%
O=C(O)c1c[nH]c2ccc(S(=O)(=O)N(CCCl)CCCl)cc12 | 2% | 18µM* | -6% | -4% | 28% | 9% | 2% | i | 2%
c1ccc(CCNCc2cccnc2)cc1 | -4%[0.457 µM] | -45%[59 µM] | 0% | 0% | 30% | -6% | 2% | -4% | 1%
O=C1/C(=C\c2ccccc2)C2OCC=C3CN4CCC56c7ccccc7N1C5C2C3CC46 (stereo not drawn) | 1% | 2%[59 µM] | -21% | 2% | 20% | -26% | 1% | 1% | 11%
O=[N+]([O-])c1cc([As](=O)(O)c2ccc(O)c([N+](=O)[O-])c2)ccc1O | ? | ? | -30% | -3% | 50%[activator] | -13% | -13% | -8% | -2%
C[C@H]1CN([C@@H](C)CO)C(=O)c2cc(NC(=O)Nc3cccc4ccccc34)ccc2O[C@@H]1CN(C)Cc1ccc(-c2ccccc2)cc1 | / | / | ? | / | -5% | -11% | 20% | -2% | -1%
COc1ccc2c(c1)C1(C(=O)O)CC=CCC1(C(=O)O)C2 (stereo not drawn) | / | / | -11% | / | 21% | 9% | -1% | -8% | -1%
Cc1c(C(=O)c2cccc3ccccc23)c2cccc3c2n1[C@H](CN1CCOCC1)CO3 | / | 11µM*! | 56µM* | -3% | -9% | ? | 20% | i | -4%
CCN(CC)C(=O)c1ccc(NC(=O)CCn2nc(-c3ccc(Cl)cc3)c3ccccc3c2=O)cc1 | -38% | -44%[59 µM] | -29% | -6% | -12% | 48%[activator] | 7% | -8% | -1%
O=c1[nH]c(=S)n(-c2cccc(C(F)(F)F)c2)c(O)c1C=NCCN1CCNCC1 | -8% | 11% | -13% | 4% | 47%[activator] | -8% | 1% | -2% | 5%
C=CCN1CC[C@]23c4c5ccc(O)c4O[C@H]2/C(=N/NC(=O)c2ccccc2)CC[C@@]3(O)[C@H]1C5 | / | 35µM* | -16% | -3% | 31% | -8%[58.9 µM] | 0% | i | 36%[activator]
OC(CN1CCOCC1)c1csc2ccccc12 (stereo not drawn) | / | / | -10% | / | 36%[activator] | -23%[58.9 µM] | -2% | 0% | 8%
Cc1ccc(S(=O)(=O)NCCC(=O)Nc2ccc(Cl)cc2C(=O)c2ccccc2)cc1 | -37% | 5%[59 µM] | -26% | -2% | 22% | 182%[activator] | 2% | 0% | 2%
COc1ccc(C2SCC(=O)Nc3c2c(=O)[nH]n3C2CCCCC2)cc1 (stereo not drawn) | 3% | -3%[59 µM] | -6% | -2% | 12% | 0% | 1% | -5% | -27%
CCN(CC)S(=O)(=O)c1ccc2c(c1)c(=O)c(C(=O)NCc1ccccc1OC)cn2C | / | 1%[59 µM] | -10% | -6% | 19% | ? | 19% | i | 3%
C=Cn1ccnc1P(=S)(c1ccccc1)c1nccn1C=C | / | 1% | -4% | 1% | 29% | 54%[activator] | -4% | i | 2%
Oc1ccccc1-[n+]1c(-c2ccccc2)cc(-c2ccccc2)c(O)c1-c1ccccc1 | ? | -28%[2.33 µM] | ? | / | -10% | -5% | 12% | -14% | 14%
COc1ccc(Oc2c(C)oc3cc(OC(=O)N(C)C)ccc3c2=O)cc1 | 1% | -11%[2.33 µM] | -15% | -4% | 13% | 37%[activator] | -3% | i | -1%
C[C@H]1CC[C@@H]2[C@@H](C)[C@H]3[C@H](C[C@H]4[C@@H]5CC=C6C[C@@H](O[C@@H]7O[C@H](CO)[C@H](O)[C@H](O[C@@H]8O[C@H](CO)[C@@H](O)[C@H](O)[C@H]8O)[C@H]7O[C@@H]7O[C@@H](C)[C@H](O)[C@@H](O)[C@H]7O)CC[C@]6(C)[C@H]5CC[C@]34C)N2C1 | 4% | ? | -19% | 41%[activator] | 60%[activator] | -25% | ? | i | 0%
COC(=O)C(O)(c1c(C)[nH]n(-c2ccccc2)c1=O)C(F)(F)F (stereo not drawn) | ? | 32µM* | -30%[57.1 µM] | -2% | 45%[activator] | -22% | 0% | -10% | 1%
Carrying on.
SMILES | BAZ2B inh | G9a inh | JMJD2A Tudor | BLM helicase inh | HP1b binding inh | Pol iota inh | Pin1 inhibitor | Tb PGK inh | GLS inhibitor
CC(C)c1ccc(OCC(=O)N2CCCN(C)CC2)cc1 | 3% | -4% | -6% | -1% | 34% | 25% | -7% | 9% | 0%
CCOc1cc(C(=O)N2CCC3(CC2)OCCO3)cc(OCC)c1OCC | -5% | -31% | -1% | -6% | 20% | 2%[58.9 µM] | 0% | -7% | -1%
COc1ccc(C(=O)c2nc3ccccc3n2C(C)C)cc1OC | 4% | 4% | -6% | -5% | 22% | 10% | -10% | 0% | 8%
O=C(CN1CCCC1=O)Nc1ccccc1 | ? | 13% | -5% | 0% | 19% | 7% | -5% | 2% | 7%
Cc1cccc(N2CCN(C(=O)CCS(=O)(=O)c3ccc4c(c3)oc(=O)n4C)CC2)c1C | -17% | -3%[0.0925 µM] | -21%&-15% | 0%&0% | 15%&28% | 11%&36% | 6%&5% | -3% | 9%&4%
CN1CC=C2C(C#N)=C(N)C(C#N)(C#N)C(c3ccncc3)C2C1 (stereo not drawn) | 1% | -34%[12.7 µM] | -26%[11.4 µM] | -9% | 32% | 36%[activator] | ? | -3% | -21%
O=c1[nH]c(=S)n(CCC2=CCCCC2)c(O)c1C=NCCCn1ccnc1 | -10% | ? | -32% | -8% | -8% | 33%[activator] | 56%[activator] | -10% | 9%
CN1C2CCC1C(COC(=O)c1ccccc1)C(O)C2 (stereo not drawn) | 6% | 35% | ? | -3% | 41%[activator] | -1% | -9% | -3% | 12%
N#CC1=C(N)Oc2c(c(=O)sc3ccccc23)C1c1cccnc1 (stereo not drawn) | -15% | -4% | -17% | -6% | 18% | 165%[activator] | 13% | i | 2%
CCN(CC)C(=O)c1ccc(NC(=O)c2cc(-n3cnnc3)ccc2Cl)cc1 | -11% | -47%[12.7 µM] | -15% | 1% | 19% | 17% | -7% | i | 6%
CCc1ccc(CN2CCCC(C(=O)c3sccc3C)C2)o1 (stereo not drawn) | -30% | -32% | -24% | -4% | 21% | 21% | 0% | i | -5%
CC1CC(OC(=O)c2ccccc2)(c2ccccc2)C(C)CN1C (stereo not drawn) | -38% | 1% | ? | -2% | 15% | 8% | 3% | -11% | -13%
C[C@]12CC[C@H](O)CC1=CCC1C2CC[C@]2(C)C(=O)[C@H](Br)CC12 (stereo partly drawn) | / | / | -10% | / | 47%[activator] | -19% | -9% | 1% | 1%
Cc1cc(OC(=O)c2cccs2)c2c3c(c(=O)oc2c1)CCCC3 | ? | 37%[59 µM] | 10% | -5% | 63%[activator] | -6% | 20% | i | -9%

7 structures from above, arranged by count of non-hydrogen atoms, rising.
SMILES | BAZ2B inh | G9a inh | JMJD2A Tudor | BLM helicase inh | HP1b binding inh | Pol iota inh | Pin1 inhibitor | Tb PGK inh | GLS inhibitor
CN1C2CCC1C(COC(=O)c1ccccc1)C(O)C2 (stereo not drawn) | 6% | 35% | ? | -3% | 41%[activator] | -1% | -9% | -3% | 12%
COc1ccc2c(c1)C1(C(=O)O)CC=CCC1(C(=O)O)C2 (stereo not drawn) | / | / | -11% | / | 21% | 9% | -1% | -8% | -1%
COC(=O)C(O)(c1c(C)[nH]n(-c2ccccc2)c1=O)C(F)(F)F (stereo not drawn) | ? | 32µM* | -30%[57.1 µM] | -2% | 45%[activator] | -22% | 0% | -10% | 1%
COc1ccc(C2SCC(=O)Nc3c2c(=O)[nH]n3C2CCCCC2)cc1 (stereo not drawn) | 3% | -3%[59 µM] | -6% | -2% | 12% | 0% | 1% | -5% | -27%
Cc1ccc(S(=O)(=O)NCCC(=O)Nc2ccc(Cl)cc2C(=O)c2ccccc2)cc1 | -37% | 5%[59 µM] | -26% | -2% | 22% | 182%[activator] | 2% | 0% | 2%
Oc1ccccc1-[n+]1c(-c2ccccc2)cc(-c2ccccc2)c(O)c1-c1ccccc1 | ? | -28%[2.33 µM] | ? | / | -10% | -5% | 12% | -14% | 14%
C[C@H]1CC[C@@H]2[C@@H](C)[C@H]3[C@H](C[C@H]4[C@@H]5CC=C6C[C@@H](O[C@@H]7O[C@H](CO)[C@H](O)[C@H](O[C@@H]8O[C@H](CO)[C@@H](O)[C@H](O)[C@H]8O)[C@H]7O[C@@H]7O[C@@H](C)[C@H](O)[C@@H](O)[C@H]7O)CC[C@]6(C)[C@H]5CC[C@]34C)N2C1 | 4% | ? | -19% | 41%[activator] | 60%[activator] | -25% | ? | i | 0%

An excerpt; count on the stated rates, not on these rows.
